# Screens as filed in PubChem.
# CR mimetic SO: caloric restriction mimetics inhibiting age-related superoxide in yeast; S. cerevisiae aged cells, superoxide DHE fluorescence; active compounds read low; superoxide response (% of plate mean), % at 10 µM; 0.18% of 330,000 active;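 active = superoxide response under a set limit, about three screen SD below normal, cut at about 65% in these data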;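 also: yeast aged for seven days with compound at 30 °C before DHE staining; 100% = average MFI of all compound-treated wells on the plate with controls excluded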
# MCL1 BIM primary: MCL1-BIM-BH3 interaction inhibition (human); 0.68% of 320,000 active; Q07820; GST-MCL1 / FITC-Bim-BH3 fluorescence polarization; inhibition, % at 10.9 µM;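 active = inhibition above the mean inhibition of all tested compounds plus 3 SD, set per campaign, cut at about 40% in these data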;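 also: 0% = DMSO wells and 100% = unlabeled Bim-BH3 peptide control; higher means more loss of mP so more displacement of Bim peptide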
# BCLXL inh: inhibitors of human Bcl-xL. GST-Bcl-xL / FITC-Bim BH3 peptide fluorescence polarization. inhibition, % at 10.9 µM. 0.7% of 320,000 active. AID 2129;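 active = inhibition above the mean of all tested compounds plus 3 SD, cutoff set per campaign, cut at about 30% in these data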;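 also: 0% = DMSO wells and 100% = unlabeled Bim-BH3 peptide competitor; inhibitors lower millipolarization by displacing the labeled peptide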
# Target sequence (Q07817 whole entry, looked up): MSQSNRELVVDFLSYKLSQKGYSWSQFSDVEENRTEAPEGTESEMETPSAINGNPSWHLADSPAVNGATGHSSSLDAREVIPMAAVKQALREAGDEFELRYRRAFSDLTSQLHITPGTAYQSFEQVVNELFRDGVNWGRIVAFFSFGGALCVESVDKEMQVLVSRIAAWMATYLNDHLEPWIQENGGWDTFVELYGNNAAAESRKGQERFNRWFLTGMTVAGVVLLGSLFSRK
# GLD-1 TGE inh: GLD-1-TGE RNA interaction inhibition (C. elegans). purified GLD-1 + fluorescein TGE RNA, fluorescence polarization. inhibition, % at 5.96 µM. 0.44% of 320,000 active. AID 2280;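 active = percent inhibition above a per-plate cutoff, the plate mean of test compounds plus 3 SD, cut at about 30% in these data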;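 also: 0% = DMSO wells with GLD-1 and probe and 100% = wells lacking GLD-1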
# Target sequence (Q17339 whole entry, looked up): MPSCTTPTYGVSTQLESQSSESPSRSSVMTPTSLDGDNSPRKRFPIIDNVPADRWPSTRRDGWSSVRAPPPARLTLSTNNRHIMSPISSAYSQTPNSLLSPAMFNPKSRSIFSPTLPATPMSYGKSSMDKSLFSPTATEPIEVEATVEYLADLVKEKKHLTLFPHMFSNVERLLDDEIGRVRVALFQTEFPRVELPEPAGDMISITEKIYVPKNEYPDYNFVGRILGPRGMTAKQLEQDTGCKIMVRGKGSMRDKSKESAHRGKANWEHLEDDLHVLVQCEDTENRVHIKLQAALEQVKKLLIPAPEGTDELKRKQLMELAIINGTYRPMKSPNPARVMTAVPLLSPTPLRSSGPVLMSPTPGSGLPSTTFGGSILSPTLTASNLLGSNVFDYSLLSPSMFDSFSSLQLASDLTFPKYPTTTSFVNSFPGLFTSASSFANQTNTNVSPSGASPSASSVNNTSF
# MEX-5 binding: C. elegans MEX-5 TCR-2 RNA binding activity | Q9XUB2 | MEX-5/FITC-TCR2 RNA binding, fluorescence polarization; active compounds read low | activity score (negative = inhibition of binding), % at 10 µM | 0.38% of 300,000 active | AID 1832;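 active = inhibition past about -25% in most replicates, and total fluorescence under double the plate's negative control median, limit read from the data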;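 also: 0% = DMSO and -100% = 5 µM competing unlabeled TCR2 RNA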
# Efflux pump mplx: inhibitors of Candida antifungal efflux pumps expressed in yeast; 0.44% of 330,000 active; S. cerevisiae Candida pump triplex, Nile Red efflux; inhibition, % at 10 µM;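 active = plate passing quality check with inhibition over a set limit, or well fluorescence over plate mean plus 4 SD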;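 also: Nile Red retained in pooled yeast measured as flow cytometry median fluorescence; 0% = buffer negative control and 100% = Enniatin B positive control; higher means more Nile Red kept so more efflux inhibition; some compounds called inactive have numbers as strong as hits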
# EBNA-1 inh: blocks EBNA-1 binding to DNA. EBNA-1 DNA binding, fluorescence polarization. 0.34% of 300,000 active. inhibition, % at 14.8 µM; in the data active = inhibition above about 28%
# Fam108B counter: blocks mouse Fam108B hydrolase in RBBP9 counter-screen | inhibition, % at 9.51 µM | 0.33% of 300,000 active | recombinant Fam108B, FP-Rh probe fluorescence polarization | AID 1947;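 active = inhibition above the screen mean inhibition plus 3 SD, computed separately per campaign, cut at about 18% in these data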;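 also: inhibitors lower polarization as less probe binds the enzyme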
# ZTA DNA inh: counter-screen for EBNA-1 inhibitors: inhibitors of Epstein-Barr virus ZTA; P03206; ZTA-DNA binding, fluorescence polarization; inhibition, % at 11 µM; 0.15% of 320,000 active; in the data active = inhibition above about 33%
# Target sequence (P03206 whole entry, looked up): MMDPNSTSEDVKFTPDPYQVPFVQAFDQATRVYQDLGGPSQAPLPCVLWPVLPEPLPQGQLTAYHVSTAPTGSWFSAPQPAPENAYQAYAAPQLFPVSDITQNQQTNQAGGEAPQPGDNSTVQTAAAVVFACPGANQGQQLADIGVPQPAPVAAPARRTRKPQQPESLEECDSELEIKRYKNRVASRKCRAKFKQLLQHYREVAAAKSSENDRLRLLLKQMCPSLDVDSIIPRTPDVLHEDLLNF
# * = called active by the depositor; nt = not tested or not shown. Compounds as they come. Share with any hit: about 2.3%.
no.	mol	CR mimetic SO	MCL1 BIM primary	BCLXL inh	GLD-1 TGE inh	MEX-5 binding	Efflux pump mplx	EBNA-1 inh	Fam108B counter	ZTA DNA inh
1	COc1ccc(/C=C2\SC(=S)N(CCCC(=O)Nc3ccc(O)cc3)C2=O)cc1	110	-7	-1	0	-4.2	0.0	-21	1	-5
2	O=C(Nc1c(S(=O)(=O)c2ccc(Cl)cc2)csc1Br)c1ccccc1Cl	102	7	2	5	0.9	0.1	6	1	12
3	COc1ccc(N(C(=O)c2ccco2)C(C(=O)NC2CCCC2)c2cccs2)c(OC)c1 (stereo not given)	97	5	-1	0	0.8	0.0	55*	5	17
4	CSc1oc(-c2ccccc2)nc1S(=O)(=O)c1ccc(C)cc1	107	-1	2	13	1.5	0.0	1	1	2
5	O=C(/C=C/c1ccc([N+](=O)[O-])cc1)NC1CC2CCC1C2 (stereo not given)	85	-1	4	12	-0.8	-0.1	-2	5	-17
6	COc1ccc(C2SCCN2S(=O)(=O)c2ccc(NC(C)=O)cc2)cc1OC (stereo not given)	95	-2	0	1	-1.5	0.2	-3	-3	-7
7	CC(=O)c1cccc(Nc2nc(-c3sc(N)nc3C)cs2)c1	102	2	14	2	-0.4	-0.1	-3	10	-3
8	COc1ccc(C2SCC(=O)N2c2nnc(C34CC5CC(CC(C5)C3)C4)s2)cc1 (stereo not given)	90	-1	-3	-11	0.4	0.5	9	-2	0
9	Cn1c(SCc2ccccc2)nnc1C1CCCNC1 (stereo not given)	101	-3	-3	-9	-1.7	0.0	7	0	-10
10	O=c1[nH]c2ccccc2cc1CN(c1ccccc1)S(=O)(=O)c1ccccc1	106	11	5	2	-6.1	-0.2	-1	1	2
11	Cn1c(=O)c2c(ncn2CC(=O)N2CCCCCC2)n(C)c1=O	94	-5	-4	3	1.1	-0.1	-2	-8	8
12	CC(=NCc1ccco1)C1=C(O)c2ccccc2C1=O	98	2	6	-4	-2.5	-0.1	-6	-4	-9
13	C=CCn1c(SCC(=O)NC2CC2)nnc1-c1ccccn1	76	9	6	-2	0.2	-0.4	13	4	-1
14	CC(=O)C1=C(O)C(=O)N(CC#N)C1c1cccs1 (stereo not given)	110	-2	0	-3	0.1	0.7	-12	-2	3
15	Cn1c(SCC(=O)c2ccccc2)nnc1-c1cccnc1	77	1	0	2	0.0	0.0	-3	3	10
16	COc1cccc(NC(=O)COC(=O)CCC2CCCC2)c1	92	-4	0	6	nt	0.0	nt	nt	3
17	Clc1ccc(OCCSc2nnnn2C2CCCCC2)cc1	99	2	0	0	-0.9	0.0	-7	1	3
18	Cc1cc(C)c(C(=O)CSc2nnc(-c3cccnc3)n2C)c(C)c1	118	-9	-5	3	-0.7	-0.2	-11	-2	-3
19	CCOc1ccc(CNC(=O)CCS(=O)(=O)Cc2ccc(C)cc2)cc1OC	102	1	0	0	-0.5	0.1	-6	-2	5
20	CNc1cccccc1=S	112	78*	54*	28	-7.1	-0.1	5	1	-19
21	CCCCN(C(=O)c1cccc(S(=O)(=O)N2CCN(C)CC2)c1)c1c(N)n(CCC)c(=O)[nH]c1=O	96	-1	-1	0	1.2	-0.1	-10	-5	-8
22	O=C(CCc1nc2ccccc2s1)Nc1cccnc1	107	15	9	-8	-0.3	-0.1	0	-3	-14
23	O=c1c(Cc2ccccc2)c(O)ccn1Cc1ccco1	107	3	8	-4	2.3	-0.2	-3	7	1
24	CCN1C(=O)CC(N2CCC(C(=O)OC)CC2)C1=O (stereo not given)	116	6	3	-4	0.8	0.3	-2	2	2
25	CCN(CC)S(=O)(=O)c1cc(NC(=O)COC(=O)CCc2nc3ccccc3s2)ccc1C	95	0	-4	10	3.2	0.0	2	-3	-9
26	O=[N+]([O-])c1ccc(OCCCCCN2CCOCC2)cc1	90	-9	1	2	-1.2	0.0	6	0	0
27	C/C(=N\NC(=O)Cc1ccc(F)cc1)c1ccc(O)cc1	96	-4	-2	3	-0.8	0.1	-7	2	6
28	COc1cccc(/C=C/C(=O)OCC(=O)NCCc2ccccc2)c1	85	4	2	4	0.0	0.0	-3	-3	-25
29	CC1(C)NC(=O)N(CCOCCOc2cccc(Oc3ccccc3)c2)C1=O	92	1	4	-4	-0.2	-0.1	14	2	3
30	C#CCNC(=O)C1=C[C@@H](c2ccccc2)[C@H](CCCO)[C@@H](OCC)O1	106	-3	0	7	1.9	0.1	-5	2	-11
31	Cc1cccc(N2CCN(C(=S)c3ccc([N+](=O)[O-])cc3)CC2)c1	96	9	5	10	1.3	0.0	-5	8	-12
32	Cc1noc(C)c1S(=O)(=O)N(CC(=O)NC1CCCC1)c1ccc(C(C)C)cc1	81	-2	-1	-4	-1.9	1.0	-14	-1	9
33	CNC(=O)CSc1nc2ccccc2c(=O)n1C1CCCCC1	97	-4	-4	-7	2.3	1.1	-1	-5	-5
34	O=C(CN1CCOc2ccccc21)NCc1ccc(Cl)cc1	110	4	6	4	0.5	0.5	-6	2	-7
35	Cc1cc(C)cc(C(=O)NCC(=O)OCC(=O)N(C)c2ccccc2)c1	92	4	2	-6	-0.4	0.0	5	2	4
36	c1csc(-c2cnc3ccccc3n2)c1	96	1	3	-9	0.1	0.0	-10	-4	3
37	Cc1cccc(/C=N/NC(=O)c2cc(C3CC3)nc3ccccc23)n1	101	5	7	-16	0.4	0.0	-7	4	17
38	Cc1ccc(C)c(N2CCN(c3ccc(N4C(=O)COCC4=O)cc3[N+](=O)[O-])CC2)c1	97	5	3	5	-1.6	0.1	-12	-3	-7
39	c1ccc(-c2nc(-c3ccco3)n3ccccc23)cc1	101	45*	65*	21	-12	-0.4	-6	-1	13
40	COc1ccccc1CNCC(=O)Nc1cc(S(=O)(=O)N2CCCCCC2)ccc1Cl	88	6	4	4	-1.8	0.1	4	0	1

# Exported with values under each structure: part of the list above
# Every second line gives: CR mimetic SO | MCL1 BIM primary | BCLXL inh | GLD-1 TGE inh | MEX-5 binding | Efflux pump mplx | EBNA-1 inh | Fam108B counter | ZTA DNA inh
29. CC1(C)NC(=O)N(CCOCCOc2cccc(Oc3ccccc3)c2)C1=O
  92 | 1 | 4 | -4 | -0.2 | -0.1 | 14 | 2 | 3
30. C#CCNC(=O)C1=C[C@@H](c2ccccc2)[C@H](CCCO)[C@@H](OCC)O1
  106 | -3 | 0 | 7 | 1.9 | 0.1 | -5 | 2 | -11

# The results go on:
no.	mol	CR mimetic SO	MCL1 BIM primary	BCLXL inh	GLD-1 TGE inh	MEX-5 binding	Efflux pump mplx	EBNA-1 inh	Fam108B counter	ZTA DNA inh
41	CCN(C(=O)CN1C(=O)c2ccccc2S1(=O)=O)C1CCCCC1	107	4	9	2	0.3	-0.1	6	-2	12
42	O=C(Nc1ccc(F)cc1F)N1CCC(c2nc3ccccc3o2)CC1	103	0	-2	2	1.8	0.1	10	4	18
43	COc1ccc(O)c(C(=O)c2cc(C#N)c(=O)n(-c3c(C)n(C)n(-c4ccccc4)c3=O)c2)c1	93	6	13	-7	-1.0	-0.1	-4	2	1
44	COC(=O)CCc1c(C)[nH]c(C(=O)OCc2ccccc2)c1C	104	9	10	2	-1.1	-0.1	-2	5	-17
45	O=C(CSc1n[nH]c(=O)[nH]c1=O)Nc1cccc(S(=O)(=O)N2CCOCC2)c1	84	9	3	-2	1.7	0.2	3	3	6
46	Cc1cc(=O)oc2c3c(cc(OCC(=O)N[C@@H](Cc4ccccc4)C(=O)O)c12)OC(C)(C)CC3	112	9	7	3	-3.0	0.1	-5	-4	-7
47	O=C(O)c1ccc(-n2nnnc2SCc2cccc(Br)c2)cc1	132	-3	8	-2	2.1	-0.2	9	-6	18
48	COc1ccc(/C=N/NC(=O)CSc2nnc(CCCc3ccc(OC)c(C)c3)o2)cc1	111	-1	-1	2	0.2	0.2	-11	-5	-8
49	COc1ccc(-c2nc(=S)n3ccsc3n2)cc1OC	83	2	8	-3	-0.9	-0.2	-8	5	8
50	CCN(CC)CC#Cc1ccc(C)cc1	93	5	2	5	-1.7	0.0	6	2	0
51	CCn1c(-c2cc(-c3ccc(C)c(C)c3)nc3ccccc23)n[nH]c1=S	103	-17	-27	4	1.4	-0.1	-1	3	20
52	O=C(Nc1ccc(F)cc1)N1CCN(c2ccc(F)cc2)CC1	107	3	0	-4	-1.3	0.2	-13	11	0
53	COc1ccc(NC(=S)Nc2cccc3ccccc23)cc1OC	99	12	11	3	-2.8	-0.1	0	5	1
54	COc1ccccc1CNC(=O)COC(=O)Cc1cccs1	102	0	1	6	-1.2	-0.1	-6	-5	-5
55	Cc1occc1C(=O)N/N=C/c1ccc(N(C)C)cc1	94	10	1	0	1.6	0.1	7	-2	-4
56	O=C(CN1c2ccccc2S(=O)(=O)c2ccccc21)NCc1ccc(F)cc1	100	-4	0	2	-3.0	0.3	-2	-3	-4
57	CC1(C)C(=O)Nc2ccccc2N1C(=O)c1ccc([N+](=O)[O-])cc1	109	-1	0	9	0.8	0.6	-3	-1	2
58	CCN1CCN(c2nc(-c3ccncc3)nc3ccccc23)CC1	112	6	7	1	3.0	0.1	2	1	14
59	OC(COc1c(F)cc(Br)cc1F)CN1CCN(c2ccc(F)cc2)CC1 (stereo not given)	111	8	2	9	1.9	-0.1	0	-4	-21
60	C=CCn1cc(C(=O)NCCOC)c(=O)c2cc(S(=O)(=O)N(CC)CC)ccc21	96	12	2	6	0.8	0.2	-8	1	-16
61	COc1ccc(NC(=O)C2CCCN(S(=O)(=O)c3ccc4c(c3)oc(=O)n4C)C2)cc1OC (stereo not given)	91	2	0	5	-1.2	-0.1	2	1	2
62	CCOc1ccc(CCNC(=O)C(CCC(N)=O)NC(=O)OCc2ccccc2)cc1OCC (stereo not given)	88	0	3	-6	0.3	0.0	5	-3	2
63	COc1cc(Cl)c(C)cc1NC(=O)CSc1cc(Cl)ccc1Cl	95	-5	-3	-3	nt	0.2	1	-5	7
64	CC(C)(C)C(=O)NCCCc1nc2ccccc2n1CCCOc1ccc(Cl)cc1	85	0	6	2	-1.6	0.0	-2	4	21
65	COc1ccc2nc(SCC(=O)C(C)(C)C)[nH]c2c1	106	-5	0	0	-1.5	0.0	-8	2	-8
66	CCCc1cc(=O)[nH]c(SCC(=O)NCCCC(=O)OCC)n1	95	-1	1	-3	-0.3	0.1	8	-2	-4
67	COc1ccccc1N1CCN(C(=O)CNS(=O)(=O)c2ccc(Br)s2)CC1	102	5	5	6	0.2	1.8	-14	-1	8
68	COc1cc(CCN2C(=O)N[C@@H](c3cccc(C(F)(F)F)c3)C(C(C)=O)=C2C)cc(OC)c1OC	97	-5	3	-2	4.5	0.0	7	1	9
69	CC(=O)c1ccc(NC(=O)CCn2c(=O)oc3ccccc32)cc1	113	-1	-1	-7	nt	0.1	-4	9	-16
70	O=C(CN1CCN(C2CCCCC2)CC1)Nc1ccccc1-c1ccccc1	109	-2	3	3	-0.6	-0.2	10	2	-3
71	COc1ccc(-c2cc(C(=O)OCC(=O)c3c(N)n(C)c(=O)n(C)c3=O)c3ccccc3n2)cc1	107	3	0	-1	-3.9	0.1	2	-11	2
72	CC(Cc1ccsc1)NC(=O)CCc1nnc(COc2ccccc2)o1 (stereo not given)	100	-2	7	6	-0.4	0.0	-6	-1	9
73	NNC(=O)COc1ccc(C(F)(F)F)cc1	113	-8	-6	-2	1.1	0.2	3	-2	-19
74	CCOC(=O)c1[nH]c2ccc(OC)cc2c1NC(=O)c1cccc(OC)c1	93	2	4	4	3.7	0.0	2	3	-1
75	Cc1ccnc(SCC(=O)Nc2c(C)n(C)n(-c3ccccc3)c2=O)n1	95	5	5	-5	-2.1	-0.1	3	3	3
76	CCN1CCN(c2ccc([N+](=O)[O-])c(Sc3nc4ccccc4[nH]3)c2)CC1	94	9	-2	3	nt	-0.2	13	-2	11
77	CN(Cc1ccccc1)c1ncnc2c1cnn2-c1ccccc1	123	-4	1	10	-2.8	0.0	8	-2	25
